# High-throughput results (PubChem)
# aSyn yeast rescue = alpha-synuclein toxicity suppression in yeast | S. cerevisiae alpha-synuclein toxicity rescue, BacTiter-Glo growth, 24 h | Potency, µM (highest dose often 46.1 µM), without a hit: at the highest dose growth rescue (activation), usual class: activators | 94,000 tested, 0.02% active; active means well fitted activation curve with a large enough effect; inconclusive means small, poorly fitted or top-dose-only effect; further: 0% is about no effect
#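 Growth restoration measured by BacTiter-Glo luminescence after 24 hr at 30 deg C; alpha-synuclein yeast, raffinose-pregrown to mid-log, were added at OD600=0.02 in galactose medium onto pinned compounds.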
# * = called active by the depositor; u = inconclusive; & = joins results of further samples; [ ] = another dose, or the depositor's remark. Potency means the concentration at half of the fitted maximal effect. Only part of the results is shown (hit frequency here may not be typical).
entry	structure	aSyn yeast rescue
1	Cc1cc(C(=O)Nc2ccc3c(c2)CCC3)c2ccccc2n1	12.2%
2	COc1ccc(CCNC(=O)c2cc(C)nc3c2c(C)nn3-c2ccc(C)cc2)cc1OC	-4.6%
3	Cn1c(=O)c2c(nc(Oc3ccc(C#N)cc3)n2Cc2ccc(Cl)cc2Cl)n(C)c1=O	-2.3%
4	CC(=O)c1cc(F)ccc1OCC(=O)N1CCCc2ccccc21	4.1%
5	CCn1c(C2CCN(S(=O)(=O)c3ccc(OC)cc3)CC2)n[nH]c1=S	-10.2%
6	O=C(CN(CC1CCCO1)C(=O)CNS(=O)(=O)c1ccc(F)cc1)NCc1ccc(F)cc1 (stereo not given)	5.2%
7	Cc1nc(N)c(Cc2ccc(Cl)cc2Cl)c(N)n1	5.2%
8	Cc1ccc(S(=O)(=O)Nc2nc(-c3ccc(F)cc3)cs2)cc1	-2.6%
9	COc1ccc(Nc2oc(/C=C/c3ccccc3OC)nc2C#N)cc1	-3.3%
10	COc1ccc2c(C)c(CCC(=O)NCCc3ccccc3)c(=O)oc2c1	-9.7%
11	Cc1cc(C)n(-c2ccc(C(=O)Nc3cccc([N+](=O)[O-])c3)cc2)n1	-4.2%
12	CCOc1ccccc1NC(=O)C1CCCN(S(=O)(=O)c2c(C)[nH]c(=O)[nH]c2=O)C1 (stereo not given)	2.0%
13	CS(=O)(=O)c1ccc(Cl)c(NC(=O)CCCc2nc3ccccc3c(=O)[nH]2)c1	7.0%
14	C=C(C)CNC(=S)Nc1cccc2cnccc12	-7.5%
15	COc1ccc(C2=C(C)C(N3CCC(C(=O)Nc4ccccc4F)CC3)=NS2(=O)=O)cc1	2.6%
16	CCOc1ccc(NC(=O)CN(C)C(=O)c2cc3c(s2)CCC3)cc1OCC	-10.4%
17	Cc1ccccc1NC(=O)c1c(NC(=O)c2ccccc2F)sc2c1CCC(C)C2 (stereo not given)	-7.7%
18	CCN(CC)c1ccc(NC(=O)CCS(=O)(=O)c2cc3c(cc2Cl)NC(=O)CO3)c(C)c1	1.6%
19	CCOc1ccc(-c2nc(Cn3c(=O)cc(-c4ccccc4)c4c(C)nn(C)c43)c(C)o2)cc1OC	-8.3%
20	CCOC(=O)C1CCCN(C(=O)c2cccc(S(=O)(=O)NCc3ccccc3)c2)C1 (stereo not given)	1.4%
21	COc1ccc(NC(=O)NCCN2CCN(c3cccc(Cl)c3)CC2)cc1	1.8%
22	CCOC(=O)C1=C(COC(=O)CNS(=O)(=O)c2ccc(C)c(C)c2)NC(=O)NC1C (stereo not given)	12.8%
23	O=C(Nc1ccc(S(=O)(=O)Nc2ncccn2)cc1)c1cccc(S(=O)(=O)N2CCCC2)c1	7.1%
24	C[C@@H](O)CNC(=O)c1[nH]cnc1C(=O)Nc1ccc(CNC(=O)OC(C)(C)C)cc1	2.6%
25	O=C(NNC(=O)C(c1ccccc1)c1ccccc1)c1ccccc1O	-12.3%
26	CCOc1ccc(/C=N/n2c(C)nnc2C)cc1OC	2.6%
27	CCCSc1ncc(Cl)c(C(=O)Nc2c(C(=O)c3ccc(C)cc3)oc3ccccc23)n1	5.1%
28	Cc1[nH]n(-c2ccccc2)c(=O)c1C(=O)c1ccccc1	-17.5%
29	CCOc1cc(CNCCSc2nnnn2-c2ccccc2)cc(Cl)c1OC	-4.4%
30	Cc1ccc(CCNC(=O)Cc2ccc(NC3=NC4CS(=O)(=O)CC4S3)cc2)cc1 (stereo not given)	0.5%
31	O=C(CN(Cc1ccc(Cl)cc1)C(=O)CNS(=O)(=O)c1ccc(F)cc1)NCC1CCCO1 (stereo not given)	6.8%
32	CCOC(=O)c1cnn(-c2ccc(OC)cc2)c1C1CCN(C(=O)OC(C)(C)C)CC1	-14.5%
33	Cc1oc(-c2ccccc2Cl)nc1CS(=O)CC(=O)NCc1ccccc1Cl (stereo not given)	1.8%
34	CCOC(=O)c1c(C)[nH]c(C(=O)C(C)Cl)c1C (stereo not given)	-10.2%
35	COc1ccccc1C(=O)Oc1c(Sc2ccccc2)c(C)nn1-c1ccccc1	7.4%
36	COc1ccc(Cl)cc1NC(=O)Cn1cnc2c1c(=O)n(C)c(=O)n2C	-3.6%
37	CN(C)S(=O)(=O)c1ccc(N2CCCC2)c(C(=O)NNC(=O)COc2ccccc2F)c1	2.9%
38	COc1cc(C2CC(=O)c3cnc(N4CCN(CCO)CC4)nc3C2)cc(OC)c1OC (stereo not given)	-3.7%
39	O=C(NCC(c1cccnc1)N1CCc2ccccc21)c1ccc(F)c(F)c1 (stereo not given)	2.7%
40	O=C(c1cccc([N+](=O)[O-])c1)N1CCN(Cc2ccc3c(c2)OCO3)CC1	5.5%
41	CC(NC(=O)c1ccccc1Br)C1CC2CCC1C2 (stereo not given)	5.0%
42	CCOc1ccccc1CNC(=O)CCCN1C(=O)c2cccnc2Oc2ccc(Cl)cc21	-0.4%
43	COc1ccccc1N1CCN(c2ccc(N3C(=O)CCC3=O)cc2[N+](=O)[O-])CC1	7.5%
44	O=C(NCc1ccc(Cl)cc1)C1CCCN(c2nc3ccccc3n3cccc23)C1 (stereo not given)	3.2%
45	Cc1cccc(Cc2nnc(CCC(=O)N(C)Cc3ccncc3C)o2)c1	0.1%
46	O=C(NC1CCCCCC1)C1CCN(C(=O)c2cccc(Cl)c2)CC1	13.2%
47	CCC(C)NC(=O)CSc1nc2cc3c(cc2c(=O)n1CCCCCC(=O)NCc1ccc2c(c1)OCO2)OCO3 (stereo not given)	0.2%
48	O=C(NCCc1ccccc1F)c1cc(COc2ccc(F)cc2F)on1	0.7%
49	Cc1csc2nc(COc3ccccc3NC(=O)c3ccc(C(C)(C)C)cc3)cc(=O)n12	-7.2%
50	Oc1ccc(-c2csc(Nc3ncccn3)n2)c(O)c1	-3.7%
51	CCC(=O)Nc1ccc(CC)cc1-c1nc2ccccc2n(Cc2ccccc2)c1=O	4.4%
52	COc1ccc(OC)c(NC(=O)CCC(=O)N(Cc2ccc(OC)c(OC)c2)c2nccs2)c1	0.7%
53	CCCCNC(=O)C(CC)Sc1nnc(-c2cccc(F)c2)c(-c2cccc(F)c2)n1 (stereo not given)	6.6%
54	Cn1c(=O)oc2cc(S(=O)(=O)N3CCC(C(=O)NCc4ccccc4)CC3)ccc21	-1.7%&-3.4%
55	CC(C)NC(=O)N(C)C[C@H]1OCCCC[C@H](C)Oc2ccc(NS(=O)(=O)c3ccccc3)cc2C(=O)N([C@H](C)CO)C[C@H]1C	0.1%
56	Cc1cccc(CC(=O)NCCc2csc(-c3ccc(C(F)(F)F)cc3)n2)c1	u
57	Cc1ccc(-n2c(C)cc(=O)cc2C)cc1[N+](=O)[O-]	-8.3%
58	Cc1ccc(NC(=O)Cn2cnc3cc([N+](=O)[O-])ccc3c2=O)cc1	-7.3%
59	O=C(c1cc(COc2ccc(F)cc2Cl)on1)N1CCC(OCc2cccnc2)CC1	-3.6%
60	CC1C(=O)N(Cc2cn(CCC3OCCCO3)nn2)CCS(=O)(=O)N1Cc1ccc(-c2ccncc2)cc1 (stereo not given)	-4.8%

# Grouped by structure, the compounds so far containing a cyano group
entry	structure	aSyn yeast rescue
3	Cn1c(=O)c2c(nc(Oc3ccc(C#N)cc3)n2Cc2ccc(Cl)cc2Cl)n(C)c1=O	-2.3%
9	COc1ccc(Nc2oc(/C=C/c3ccccc3OC)nc2C#N)cc1	-3.3%

# Further records follow.
entry	structure	aSyn yeast rescue
61	COc1cc(NC(=S)NC2CC(C)(C)NC(C)(C)C2)cc(OC)c1	-3.7%
62	CCCCN(CCCNC(=O)CN1N=C(c2ccc(C)cc2)CCC1=O)c1ccccc1	5.1%
63	COc1cccc(NC(=O)Cn2cc(S(=O)(=O)Cc3ccccc3F)c3ccccc32)c1	4.3%
64	O=C(O)c1ccc(S(=O)(=O)NN=Cc2c[nH]c3ccccc23)cc1	-2.7%
65	COc1cc(CCC(=O)NCc2ccc3c(c2)CCN3C(=O)c2ccccc2)cc(OC)c1OC	3.1%
66	O=C(/C=C/c1ccccc1)Nc1cc(-c2nc3cc(Cl)ccc3o2)ccc1Cl	-3.7%
67	COc1ccccc1CNc1ccc(-c2nc(-c3ccccc3C)no2)cc1[N+](=O)[O-]	-3.4%
68	Cc1ccc(-c2nc3c4ccccc4n(Cc4cccc(Cl)c4)c(=O)n3n2)cc1	-7.1%
69	COc1cc(Cl)c(C)cc1NC(=O)c1cc(CN2CCOCC2)on1	20.0%
70	COc1ccc(C2C(C(N)=O)=C(C)Nc3nc(-c4ccccc4Cl)nn32)cc1 (stereo not given)	-6.8%
71	CN1CCc2c(sc(/N=C/c3cc(Cl)ccc3O)c2C#N)C1	-8.4%
72	O=C(Cn1c(-c2cccs2)cc2ccccc21)NCc1ccccc1Br	-9.5%
73	CCOC(=O)c1scc(-c2ccc(C)cc2)c1S(=O)(=O)N1CCN(c2ccccc2)CC1	-6.4%
74	O=C(Cn1c(S(=O)(=O)Cc2ccccc2)nc2ccccc21)N1CCCCC1	-10.6%
75	Cc1cc(=O)c(C(=O)Nc2cccc(C(=O)NC3CC3)c2)nn1-c1ccccc1	7.0%
76	O=C(Nc1ccc(Cl)cn1)c1cccc(S(=O)(=O)N2CCCCCC2)c1	-12.3%
77	Cc1cc(C)n2nc(CNS(=O)(=O)c3ccc(CC(C)C)cc3)nc2n1	-3.4%
78	Cc1nn(-c2ccccc2)c(Cl)c1C(=O)NC1CCCCC1	1.0%
79	COc1ccc(S(=O)(=O)/N=C2\C=C(NS(=O)(=O)c3ccccc3)C(=O)c3ccccc32)cc1	-11.9%
80	O=C(CCC1CCCN(C(=O)c2cc(F)ccc2F)C1)N1CCN(c2ccccn2)CC1 (stereo not given)	-10.4%
81	Cc1noc(C(=O)N2CCN(c3ccccc3)CC2)c1Cl	5.5%
82	O=C(COC(=O)C1CC1)Nc1cccc(Cl)c1	-5.0%
83	Cc1c(CCC(=O)O)c(=O)oc2cc3oc4c(c3cc12)CCCC4	15.6%
84	Cc1c(NC(=O)COC(=O)C2(c3ccc(F)cc3)CCCC2)c(=O)n(-c2ccccc2)n1C	0.5%
85	CCN(CC(=O)Nc1cc(Cl)ccc1C)C(=O)CN1C(=O)NC2(CCCC2)C1=O	-1.2%
86	O=C(Nc1ccc(Cc2ccncc2)cc1)c1ccc(N2CCOCC2)c([N+](=O)[O-])c1	-13.1%
87	COc1cc(/C=N/Nc2cc(C)nc(NS(=O)(=O)c3ccccc3)n2)ccc1O	-10.3%
88	O=C(NC1CCCC1)C1CCN(C(=O)c2ccccc2Cl)CC1	4.0%
89	COC(=O)c1ccc(C2c3c(-c4ccc(Br)cc4)n[nH]c3C(=O)N2c2ccc(Cl)cc2)cc1 (stereo not given)	6.9%
90	CCN(CC)CCNC(=O)c1cc2c(-c3cccc(OC)c3)nn(C)c2s1	5.2%&-3.5%

# By substructure, the compounds so far containing a COOH group
entry	structure	aSyn yeast rescue
64	O=C(O)c1ccc(S(=O)(=O)NN=Cc2c[nH]c3ccccc23)cc1	-2.7%
83	Cc1c(CCC(=O)O)c(=O)oc2cc3oc4c(c3cc12)CCCC4	15.6%

# Next part.
entry	structure	aSyn yeast rescue
91	COc1ccccc1C(=O)Nc1nnc(S(=O)(=O)N2CCN(c3ccc(F)cc3)CC2)s1	5.0%
92	CC(C)c1ccc(NC(=O)Cn2nnc(C(=O)NCc3cccs3)c2N)cc1	2.7%
93	Cc1nn2c(=O)cc(COC(=O)c3cccc(NC(=O)COc4ccc(C)c(C)c4)c3)nc2s1	-7.3%
94	CC(C)(C)c1cc(=O)[nH]c(SCc2ccccc2Cl)n1	1.0%
95	O=C(C1CCCO1)N1CCN(S(=O)(=O)c2ccc(F)cc2)CC1 (stereo not given)	-3.0%
96	C[C@H](CO)N1C[C@H](C)[C@H](CN(C)C(=O)Nc2cccc(F)c2)Oc2cc(C#CC3(O)CCCC3)ccc2S1(=O)=O	8.4%
97	CC(C)CCn1c(CN2CCN(c3cccc(Cl)c3)CC2)nc2c1c(=O)n(C)c(=O)n2C	9.2%
98	COc1ccccc1CNS(=O)(=O)c1ccc2c(c1)oc(=O)n2C	8.9%
99	O=C(Nc1cc(Cl)cc(Cl)c1)c1cc(S(=O)(=O)N2CCc3ccccc3C2)ccc1F	8.3%
100	COc1ccc(OC)c(S(=O)(=O)N2CCC(C(=O)N(C)Cc3ccccc3)CC2)c1	-6.0%
101	CCOc1cc(C2C(C(=O)OC)=C(C)NC3=C2C(=O)c2ccccc23)cc(Cl)c1O (stereo not given)	1.8%
102	Cc1cc2ccccc2n2c(SCC(=O)Nc3cccc(C(F)(F)F)c3)nnc12	-14.3%
103	CCCCN(C)CCNC(=O)c1ccc2c(=O)n(CCc3ccccc3)c(=O)[nH]c2c1	-1.3%
104	COC(=O)c1ccc(Nc2nc3ccc(C)cc3n3cnnc23)cc1	5.0%
105	COc1ccc(C(C)=O)cc1COC(=O)CCNS(=O)(=O)c1ccc(C)c(C)c1	8.6%
106	Cc1ccc(OCC(=O)NC2CCS(=O)(=O)C2)c([N+](=O)[O-])n1 (stereo not given)	-5.9%
107	NNC(=O)CNC(c1ccccc1)c1cc(Br)ccc1N (stereo not given)	-3.9%
108	O=[N+]([O-])c1cccc(S(=O)(=O)Nc2ccc(-c3ccc(N4CCOCC4)nn3)cc2)c1	-14.6%
109	Cc1cccc(C(=O)NNC(=O)C2CCCCC2)c1O	1.2%
110	Cc1ccc(-c2noc(-c3nnn(CC(=O)Nc4cccc(C(F)(F)F)c4)c3N)n2)cc1	-3.1%
111	CCOc1cc(C2C(C(=O)OC)=C(C)NC3=C2C(=O)c2ccccc23)c(Br)cc1O (stereo not given)	1.3%
112	Fc1ccccc1N1CCN(c2nccn3nc(-c4ccc(Br)cc4)cc23)CC1	9.4%
113	CCOC(=O)c1cc(-c2ccc(F)cc2)n(CCC(=O)NCc2ccc(C)cc2)c1C	7.6%
114	Cc1ccc(NC(=O)Nc2cccs2)c(C)c1	-13.0%
115	Cc1cc(S(=O)(=O)Nc2ccc(O)c(Sc3nc4ccccc4s3)c2)ccc1Cl	-72.8%[inhibitor]
